14-3-3g Raf – modulators of human 14-3-3 gamma - Raf peptide interaction | AID 422 | FP, 14-3-3gamma / TMR-pS259-Raf peptide binding | actives 0.19% (n = 160,000) | inhibition, % at 40 µM | P61981; in the data active means inhibition above about 30%;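 further: 0% = protein plus tracer without compound and 100% = blank with tracer alone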
Target sequence (P61981 whole entry, looked up): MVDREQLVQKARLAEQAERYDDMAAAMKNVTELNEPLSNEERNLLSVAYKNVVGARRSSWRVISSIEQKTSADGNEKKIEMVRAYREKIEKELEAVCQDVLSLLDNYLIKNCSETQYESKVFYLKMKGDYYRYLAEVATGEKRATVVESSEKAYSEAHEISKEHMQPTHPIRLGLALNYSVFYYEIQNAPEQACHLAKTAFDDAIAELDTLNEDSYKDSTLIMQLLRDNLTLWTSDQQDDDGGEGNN
An asterisk follows results filed as active; & = joins results of further samples. The list is partial; rates above refer to the full screens.

| canonical_smiles | 14-3-3g Raf |
| --- | --- |
| CN(C)c1ccc(NC(=O)CSc2nc3ccc(N4CCCCC4)cc3c(=O)n2Cc2ccccc2)cc1 | -4.0 |
| CCOC(=O)C1=C(CN2CCSCC2)NC(=O)NC1c1cc(C)ccc1C (stereo unspecified) | -5.6 |
| Cc1cc2ncn(C(=O)c3ccco3)c2cc1C | 9.3 |
| O=C(O)c1cc(N2Cc3ccccc3C2)ccc1O | 80.7* |
| Brc1ccc(-c2nc3ccccn3c2Nc2ccc3c(c2)OCCO3)o1 | -24.9 |
| O=C(O)CC(c1ccccc1)n1cccc1 (stereo unspecified) | -10.2 |
| Cc1nc(-c2ccccc2)sc1C(=O)Nc1ccc(-c2cn3ccccc3n2)cc1 | -8.9 |
| CN(C(=O)c1coc(=O)c2ccccc12)c1ccc(F)cc1 | -3.3 |
| Cc1ccc(S(=O)(=O)N2CCC(C(=O)N3CCC(C(=O)NCCC4=CCCCC4)CC3)CC2)cc1 | -2.4 |
| Cc1ccccc1NC(=O)c1c(NC(=O)C(F)(F)F)sc2c1CCCC2 | 0.5 |
| Nc1cc(C(=O)N2CCCC2)cc(C(=O)N2CCCC2)c1 | 1.8 |
| COc1ccc(NC(=O)C2CCC(=O)N2S(=O)(=O)c2ccc(C)cc2)c(OC)c1 (stereo unspecified) | -4.7 |
| Cc1cc(C)c(Cn2c(=O)n(CCCC(=O)NCc3ccco3)c(=O)c3ccccc32)c(C)c1 | -9.3 |
| Cc1cccc(OCCC(=O)Nc2ccc(S(=O)(=O)N3CCCC3)cc2)c1 | -3.8 |
| COC(=O)c1cc(C(=O)Nc2cccc(OC)c2)cc([N+](=O)[O-])c1 | -4.7 |
| CC1=C(C(=O)OCC(C)C)C(c2cccc(O)c2)C2=C(CC(c3cccs3)CC2=O)N1 (stereo unspecified) | -283.6 |
| Cc1ccc(S(=O)(=O)c2ccc(C)c(S(=O)(=O)N3CCCCCC3)c2)cc1S(=O)(=O)N1CCCCCC1 | -8.7 |
| O=C(Cc1c[nH]c2ccccc12)N1CCc2ccccc21 | -11.6 |
| Cc1ccc2c(C)[nH]c(=O)cc2c1 | -7.8 |
| OCCNc1nc2ccc(Cl)cc2[nH]1 | 0.5 |
| CCC1CCCCN1CCCNC(=O)c1cc2cc3ccc(OC)cc3nc2s1 (stereo unspecified) | -16.7 |
| CN1C2C=C3C(C#N)=C(N)C(C#N)(C#N)[C@@H](c4ccsc4)[C@@H]3C1CC2 (stereo partly specified) | -18.4 |
| COc1ccc2cc(C)c(SCC(=O)Nc3cc(C)on3)nc2c1 | -5.9 |
| Cc1ccc(C)n1NC(=O)c1ccco1 | 4.3 |

Shown as a hit in 14-3-3g Raf, among the entries above:
| canonical_smiles | 14-3-3g Raf |
| --- | --- |
| O=C(O)c1cc(N2Cc3ccccc3C2)ccc1O | 80.7* |

The list goes on:
| canonical_smiles | 14-3-3g Raf |
| --- | --- |
| O=[N+]([O-])c1cccc(C2Nc3ccccc3C(c3ccccc3)(c3ccccc3)O2)c1 (stereo unspecified) | 0.1 |
| CCc1ccc(NC2=NC(C(=O)c3ccccc3)CC(=O)N2)cc1 (stereo unspecified) | -5.4 |
| O=C(CSc1nc2ccccc2o1)NCc1n[nH]c(=O)c2ccccc12 | -5.1 |
| Cc1ccc(C=Nc2ccccc2C(=O)O)o1 | -54.8 |
| CC(C)(C)CC(C)(C)NC(=O)CSc1nnc(-c2cccc(F)c2)n1-c1ccccc1 | 1.0 |
| CCC(=O)c1ccc(OCc2c(C)noc2C)cc1 | 0.5 |
| COc1ccc(S(=O)(=O)N2CCN(C(=O)NCc3ccccc3)CC2)cc1 | -5.1 |
| COCCNC(=O)c1cc(-c2ccncc2)nc2ccc(S(=O)(=O)N3CCC(C)CC3)cc12 | -2.0 |
| Cc1cc(N/C=C/C(=O)c2cccc3ccccc23)no1 | -5.2 |
| CCOc1ccc(CNc2ccc3c(c2)ncn3C)cc1 | 0.2 |
| CCOC(=O)c1cnc2ccc(C(=O)OC)cc2c1Nc1cccc(C(=O)OC)c1 | 4.8 |
| Cc1cc(NC(=O)CSc2nc3ccccc3c(=O)n2CCC(=O)N2CCCCC2)no1 | -11.1 |
| CC1=CN2C(=NC(=O)CC2(C)C(=O)O)C=C1 (stereo unspecified) | -10.1 |
| Cc1ccc(C2N=C(c3ccc4c(c3)OCO4)CC(c3cc(Br)ccc3O)N2)cc1 (stereo unspecified) | 1.4 |
| Nc1nsnc1C(=O)NCCO | -4.2 |
| O=C(O)C1C2C=CC(C2)C1C(=O)Nc1cccc(F)c1 (stereo unspecified) | 2.0 |
| COc1ccc(C(=O)Cn2c(Br)nc3c2c(=O)n(C)c(=O)n3C)cc1OC | -5.4 |
| CCOC(=O)/C=C(\C)Sc1cc(=O)oc2ccccc12 | 0.2 |
| CCCOc1ccc2c3c(c(=O)oc2c1C)CCC3 | 1.7 |
| COc1cc2c(C(=O)N3CCN(C4CCCCC4)CC3)cn(CC(C)C)c(=O)c2cc1OC | -5.7&-5.0 |
| Cc1cc(C)nc(SCCC(=O)N(C)C)n1 | -1.6 |
| O=C(Nc1ccn(-c2ccccc2)n1)c1ccc(S(=O)(=O)N2CCCCCC2)cc1 | -6.4 |
| CCn1c(NCc2ccccc2)nc2c1c(=O)[nH]c(=O)n2C | 10.4 |
| Nc1ccccc1-c1nc2ccccc2[nH]1 | -3.8&-10.3 |
| O=C(Nc1ccc(S(=O)(=O)Nc2nccs2)cc1)C1(c2ccc([N+](=O)[O-])cc2)CCCC1 | -3.4 |
| Cc1ccc(Cl)cc1N1CCN(C(=O)C2CCN(S(=O)(=O)c3c(C)nn(C)c3C)CC2)CC1 | -5.5 |
| O=C(Nc1ccccc1O)c1cc(S(=O)(=O)N2CCCC2)ccc1Cl | -9.6 |
| CC(OC(=O)c1ccccc1N1C(=O)C2C3CCC(C3)C2C1=O)C(=O)c1ccccc1 (stereo unspecified) | 0.2 |
| CCCOC(=O)C1=C(C)N(C)C(=O)NC1c1cc(Br)c(O)c(OC)c1 (stereo unspecified) | -3.9 |
| COc1cc(C(=O)Nc2ccc(-c3nc4ccccc4[nH]3)cc2)cc(OC)c1OC | -3.5 |
| COc1ccc(COc2ccc3c(C)c(CC(=O)O)c(=O)oc3c2C)cc1 | -3.0 |
| O=C(NCCc1ccccc1Cl)c1ccc(S(=O)(=O)c2cccc(Cl)c2)c([N+](=O)[O-])c1 | 2.5 |

An excerpt from above in order of molar mass, rising:
| canonical_smiles | 14-3-3g Raf |
| --- | --- |
| Cc1cc(C)nc(SCCC(=O)N(C)C)n1 | -1.6 |
| O=C(Nc1ccccc1O)c1cc(S(=O)(=O)N2CCCC2)ccc1Cl | -9.6 |
| COc1ccc(C(=O)Cn2c(Br)nc3c2c(=O)n(C)c(=O)n3C)cc1OC | -5.4 |

The list goes on:
| canonical_smiles | 14-3-3g Raf |
| --- | --- |
| CCN(CC)C(=O)c1c(NC(=O)c2ccc(Cl)cc2)sc2c1CCC(C(C)(C)C)C2 (stereo unspecified) | -7.4 |
| CCN(CC)c1ncnc2sc(C(=O)Nc3cc(OC)c(OC)c(OC)c3)c(C)c12 | -3.4 |
| O=c1c2ccccc2nc(SCc2cc(F)cc3c2OCOC3)n1Cc1ccc2c(c1)OCO2 | -7.4 |
| Cc1n[nH]c(C)c1S(=O)(=O)N1CCCC(C(=O)Nc2ccccc2F)C1 (stereo unspecified) | -3.2 |
| COc1cc(C2CC(C(F)(F)F)n3ncc(C(=O)O)c3N2)cc(OC)c1OC (stereo unspecified) | -2.3&1.5 |
| COc1ccccc1CNC(=O)C1CCN(S(=O)(=O)c2c(C)noc2C)CC1 | -2.0&2.6 |
| CCC(=O)Nc1c2c(nn1-c1ccc(C)cc1)CSC2 | 1.4 |
| COc1ccc(OC)c(NC(=O)CSc2nnc(CCCO)n2-c2ccccc2)c1 | 0.2 |
| Cc1ccc(Cn2c(=S)[nH]c3ncccc3c2=O)cc1 | -6.2 |
| CC(=O)N1CCN(c2ccc(S(=O)(=O)N3CCCCC3)cn2)CC1 | 0.6 |
| O=C(C1CC1)N1CCc2cc(Br)cc(S(=O)(=O)N3CCN(C(c4ccccc4)c4ccc(Cl)cc4)CC3)c21 (stereo unspecified) | -21.6 |
| CNc1ccc([N+](=O)[O-])cc1-n1cc2c(c1-c1ccc(C)cc1)c(=O)n(C)c(=O)n2C | -34.1 |
| CCOc1cc(C2C(C(C)=O)=C(C)Nc3ncnn32)ccc1OCc1ccccc1 (stereo unspecified) | 2.8 |
| COC(=O)C1=CN(C)C=C(C(=O)OC)C1c1ccc2c(c1)OCO2 | 13.2 |
| CCC(=O)N1CCc2cc(S(=O)(=O)N3CCc4ccccc43)ccc21 | -8.4&-4.2 |
| COc1ccc(N2C(=O)CCC(C(=O)NCCCN3CCC(C)CC3)C2c2ccc(F)cc2)cc1 (stereo unspecified) | -7.8 |
| COCCN1C(=O)c2ccccc2C(C(=O)Nc2ccc(C(C)C)cc2)C1c1c[nH]c2ccccc12 (stereo unspecified) | 2.5 |
| O=C(CN1N=C(c2ccccc2)CCC1=O)N1CCC(Cc2ccccc2)CC1 | -3.2 |
| CN(C)S(=O)(=O)c1ccc(C(=O)N2CCC(c3nc4ccccc4o3)CC2)cc1 | -16.3 |
| COc1ccc(CC(=O)Nc2cccc(-c3nnc(-c4cccc(C)c4)o3)c2)cc1OC | -11.0 |
| Cn1c(=O)c2c(nc(SCC(=O)N3c4ccccc4CCc4ccccc43)n2C)n(C)c1=O | -3.8 |
| Cc1cc2nc(-c3cccc(NC(=O)c4cccc5ccccc45)c3)oc2cc1C | -148.8 |
| COc1ccccc1OC(C)C(=O)O (stereo unspecified) | 2.5&-2.2 |
| Cc1ccc(S(=O)(=O)N2CCC(C(=O)NC3CC3)CC2)cc1 | 7.8 |
| COc1ccc2nc(N3CCCC(C(=O)NCCC(C)C)C3)sc2c1 (stereo unspecified) | 1.2 |
| Cc1c(C(=O)NC2=NCCS2)oc2ccccc12 | 5.7 |
| CCc1nnc(SCC(=O)Nc2ccc(C(C)=O)cc2)nc1CC | 2.4 |
| COc1ccc(OC)c(CNC(=O)CSc2cc(=O)n(C)c3ccccc23)c1 | -5.3 |
| CCC1C(O)=C(c2ccccn2)C(=N)N1c1ccccc1 (stereo unspecified) | -1.1 |
| CC(C)(C)NC(=O)Cn1cnc([N+](=O)[O-])n1 | -7.4 |
| Brc1ccc(-c2noc(-c3cccc(Br)c3)n2)cc1 | 0.8 |
| Cc1cc(C)c(S(=O)(=O)Nc2nnc(C)s2)c(C)c1 | 0.5 |
| Cc1cc(Cl)ccc1OCC(=O)Nn1c(C)ccc1C | -7.0 |
| Nc1nc(-c2ccc(S(=O)(=O)N3CCOCC3)cc2)cs1 | -13.6 |
| CCn1nc(C(=O)OCC(=O)N2CCc3ccccc32)c2ccccc2c1=O | -7.6 |
| CCOc1ccc(Nc2nc(C)[nH]c2[N+](=O)[O-])cc1 | -18.9 |
| CC(C)C(NC(=O)c1cccc(S(=O)(=O)N2CCOCC2)c1)C(=O)NCCc1ccccn1 (stereo unspecified) | -2.3 |
| COc1cc(C=Nc2c(C)n(C)n(-c3ccccc3)c2=O)ccc1OC(C)=O | -20.8 |
| CCCc1ccc(-c2ccc(F)c(N3C(=O)c4cccc(F)c4C3=O)c2)nc1 | -6.8 |
| COc1ccc(CCn2c(=S)[nH]c3cc(C(=O)NCC4CCCO4)ccc3c2=O)cc1OC (stereo unspecified) | 5.0 |
| CCCCOc1ccc(NC2=C(N3CCCCC3)C(=O)c3ccccc3C2=O)cc1 | -0.4 |
| Cc1cccn2c(=O)c3cc(C#N)c(=NC(=O)c4ccncc4)n(Cc4ccco4)c3nc12 | -9.3 |
| CCC(C)NC(=O)c1c(C)cc(=O)oc1C (stereo unspecified) | 1.3&-2.9 |
| CCCCOc1ccc2c(=O)c(-c3ccccc3OC)coc2c1 | -8.3 |
| O=C(CSc1ncccc1-c1nc2ccccc2[nH]1)N1CCN(c2ccccc2F)CC1 | -29.3 |
| CCC(Sc1nc2cc(OC)c(OC)cc2c2nc(C)nn12)C(=O)Nc1cccc(C)c1 (stereo unspecified) | -8.2 |
| O=C1NC(=O)c2cc(-c3ccc([N+](=O)[O-])cc3)ccc21 | -9.0 |
| CCOC(=O)c1ccc(N2C(=O)CC(NCc3ccc(S(N)(=O)=O)cc3)C2=O)cc1 (stereo unspecified) | 3.2 |
| COCCn1c(CN(C)Cc2ccccc2)nc2c1c(=O)n(C)c(=O)n2C | -1.9 |
| CCC1(CC)NC(=O)N(CC(=O)Nc2sc3c(c2C(N)=O)CCC3)C1=O | -59.2 |
| Cc1cccc(OCCc2c(C)n[nH]c2C)c1 | -9.9 |
| C=CCn1c(SCC(=O)Nc2ccc(C(C)=O)cc2)nnc1-c1cccnc1 | 3.2 |
| CCOC(=O)c1cc2sccc2n1CC(=O)OC(C)C | 0.3 |
| COc1ccc(OC)c(Nc2nnc(C)c(=O)[nH]2)c1 | -9.7 |
| Cc1cc(C)nc(NC(=O)Nc2ccccc2C(F)(F)F)n1 | -2.1 |
| O=C(NCCCn1ccnc1)c1ccncc1 | 8.0 |

Additional entries.
| canonical_smiles | 14-3-3g Raf |
| --- | --- |
| Cn1ncc2c(Nc3ccccc3Br)ncnc21 | -1.4&-8.1 |
| CCOC(=O)c1cnn(-c2nc(SC)nc3sc4c(c23)CCC4)c1N | -14.3 |
| COc1cc2c(cc1OC)C(COc1cccc(C(F)(F)F)c1)N(C(=O)c1ccco1)CC2 (stereo unspecified) | -12.4 |
| CC(=O)C1=C(O)C(=O)N(CO)C1c1ccccc1F (stereo unspecified) | -7.6&4.7 |
| CCOC(=O)c1cnc2ccc(OC)cc2c1Nc1ccc(N(C)C)cc1 | -24.8 |
| N#CC1(c2ccccc2)CCc2c(sc3ncnc(N4CCCC4)c23)C1 (stereo unspecified) | -9.0 |
| O=C(O)c1[nH]nc2c1COc1ccccc1-2 | -5.0 |
| CN(C)S(=O)(=O)N1CCN(CC(=O)Nc2cc(Cl)ccc2Cl)CC1 | 0.5 |
| COc1cc(NC(=O)CCC(=O)OC(C)C)cc(OC)n1 | -6.2 |
| Cc1ccccc1Cc1c(C)nc2nc(SCC(=O)NC3CCCCC3)nn2c1C | -7.4 |
| C=C1C(=O)O[C@@H]2[C@H]3O[C@]3(C)CCC=C(C)CC[C@@H]12 | 1.8 |
| CCN(c1ccccc1)S(=O)(=O)c1ccc(C(=O)Nc2nnc(COC)o2)cc1 | -9.7&2.7 |
| O=C(c1ccc([N+](=O)[O-])cc1)N1CCN(c2ccc([N+](=O)[O-])cc2)CC1 | -11.3 |
| CC(C(=O)NCc1ccccn1)N1C(=O)c2ccccc2C1=O (stereo unspecified) | 5.9 |
